High-throughput results as filed in PubChem.
FadD28 binding: inhibitors of Mycobacterium tuberculosis FadD28 bisubstrate binding. 0.22% of 360,000 active. FadD28 bisubstrate probe binding, fluorescence polarization. AID 588549. inhibition, % at 12.5 µM; in the data active = inhibition above about 8.5%, passing the limit was not always enough; inconclusive = no clear call, values can overlap the other calls
Rv3671c inh: Rv3671c (M. tuberculosis) protease inhibition; AID 2606; P9WHR9; inhibition, % at 5.96 µM; 0.048% of 320,000 active; in the data active = inhibition above about 38%;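 also: extracellular domain of Rv3671c used as enzyme; 0% = enzyme with DMSO and 100% = no enzyme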
Target sequence (P9WHR9 whole entry, looked up, the tested form may be a part): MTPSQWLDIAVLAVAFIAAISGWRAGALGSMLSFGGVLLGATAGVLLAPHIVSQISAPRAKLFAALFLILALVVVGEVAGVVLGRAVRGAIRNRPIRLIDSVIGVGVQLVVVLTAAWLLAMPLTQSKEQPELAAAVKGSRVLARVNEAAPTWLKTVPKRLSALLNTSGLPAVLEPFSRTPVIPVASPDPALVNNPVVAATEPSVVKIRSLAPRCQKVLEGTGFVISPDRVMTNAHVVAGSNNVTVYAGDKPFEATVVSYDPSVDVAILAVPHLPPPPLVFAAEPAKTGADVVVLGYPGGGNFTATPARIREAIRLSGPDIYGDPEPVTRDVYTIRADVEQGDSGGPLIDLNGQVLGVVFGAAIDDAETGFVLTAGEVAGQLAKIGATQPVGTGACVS
DUSP3 inh: blocks human VHR1 dual specificity phosphatase. recombinant VHR phosphatase, pNPP absorbance. 0.52% of 290,000 active. inhibition, % at 13.3 µM. P51452. AID 1654; in the data active = inhibition above about 50%; also: some compounds called inactive have numbers as strong as hits
Target sequence (P51452 whole entry, looked up): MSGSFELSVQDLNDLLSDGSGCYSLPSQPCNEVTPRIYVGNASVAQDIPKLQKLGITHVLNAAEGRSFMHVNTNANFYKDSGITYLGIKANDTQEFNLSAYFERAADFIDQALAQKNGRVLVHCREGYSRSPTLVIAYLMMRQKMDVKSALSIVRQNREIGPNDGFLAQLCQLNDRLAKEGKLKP
GDH-TPI inh: inhibits GDH-TPI coupling enzymes, artifact for Mtb FBA screen; GDH-TPI coupled enzyme counterscreen, NADH absorbance; inhibition, % at 4.8 µM; 1.2% of 360,000 active;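 also: 0% = DMSO wells and 100% = wells lacking the enzyme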
Mtb FBA inh: inhibitors of M. tuberculosis fructose-bisphosphate aldolase; purified M. tuberculosis FBA, fluorescence read-out; AID 588726; 2.3% of 360,000 active; inhibition, % at 1 µM; in the data active = inhibition above about 27%;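 also: 0% = vehicle and 100% = reference inhibitor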
Target sequence (P9WQA3 whole entry, looked up): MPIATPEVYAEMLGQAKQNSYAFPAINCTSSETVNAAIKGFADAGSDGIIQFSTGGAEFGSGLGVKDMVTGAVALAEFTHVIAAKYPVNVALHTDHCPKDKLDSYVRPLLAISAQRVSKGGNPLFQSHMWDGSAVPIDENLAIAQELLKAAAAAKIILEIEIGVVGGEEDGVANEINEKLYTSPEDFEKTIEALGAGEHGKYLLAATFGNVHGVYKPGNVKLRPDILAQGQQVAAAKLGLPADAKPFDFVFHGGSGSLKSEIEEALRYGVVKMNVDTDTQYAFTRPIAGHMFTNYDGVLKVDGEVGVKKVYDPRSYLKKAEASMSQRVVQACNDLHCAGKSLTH
Mtb UGM inh: Mtb UDP-galactopyranose mutase inhibition; P9WIQ1; purified UGM, fluorescence polarization probe displacement; inhibition, % at 10 µM; 0.06% of 320,000 active; AID 504406; in the data active = inhibition above about 10%, passing the limit was not always enough; inconclusive = no clear call, values can overlap the other calls
MazEF act: increases E. coli MazEF RNase cleavage of RNA; 0.32% of 350,000 active; activation, % at 20 µM; FAM/BHQ RNA-DNA oligo cleavage fluorescence, 5 h; in the data active = activation above about 50%
Target sequence (P0AE70 whole entry, looked up): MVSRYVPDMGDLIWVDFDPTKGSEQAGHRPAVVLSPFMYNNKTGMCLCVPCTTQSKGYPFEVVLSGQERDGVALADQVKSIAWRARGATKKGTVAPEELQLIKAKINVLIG
Mtb BioA inh: BioA (M. tuberculosis) enzyme inhibition. purified M. tuberculosis BioA enzyme, plate reader. inhibition, % at 9.99 µM. 0.096% of 360,000 active. AID 602481; in the data active = inhibition above about 40%; inconclusive = no clear call, values can overlap the other calls
BoNT-F LC inh: BoNT F light chain protease inhibition; inhibition, % at 10 µM; 0.22% of 360,000 active; Multiplex microsphere protease cleavage assay, flow cytometry; AID 588497; in the data active = inhibition above about 35%, passing the limit was not always enough; inconclusive = no clear call, values can overlap the other calls; also: plate controls were buffer without enzyme for full effect and enzyme alone for no effect
CCHF vOTU inh: blocks the CCHF virus ovarian tumor domain protease. 0.55% of 370,000 active. inhibition, % at 11.5 µM. CCHFV vOTU protease, Pep-AMC fluorescence. AID 651958; also: 0% = vehicle wells with enzyme and 100% = no enzyme wells
* = called active by the depositor; ? = inconclusive; · = no result given. Rule as the data show it, unless noted: active = inhibition above about 30%; inactive = the rest.

SMILES | FadD28 binding | Rv3671c inh | DUSP3 inh | GDH-TPI inh | Mtb FBA inh | Mtb UGM inh | MazEF act | Mtb BioA inh | BoNT-F LC inh | CCHF vOTU inh
COCCNC(=O)C1(C)CCCN(C(=O)c2ccc(F)c(Cl)c2)C1 (stereo not drawn) | -0.4 | · | · | 9 | -1 | · | · | -0.9 | -4 | -5
O=C(NCc1ccc2c(c1)OCO2)c1ccccc1 | -0.7 | -5 | 9 | 13 | -1 | 2.5 | -1 | · | 0 | 3
O=C(NCc1ccco1)c1ccc2c(c1)S(=O)(=O)c1ccccc1C2=O | 0.1 | 10 | · | 8 | 3 | 2.1 | 5 | -1.4 | -3 | -4
COc1ccc(Br)cc1/C=C(\C(=O)O)c1ccc(S(=O)(=O)N2CCCCC2)s1 | -5.0 | -8 | · | 10 | 6 | 4.3 | -8 | 5.5 | -3 | 8
O=C(CSc1nnc(-c2n[nH]c3ccccc23)n1-c1ccccc1)Nc1cccc(Cl)c1 | -1.0 | -36 | 1 | 11 | -4 | -1.0 | 8 | · | 3 | 13
COc1ccc2ccc(O)c(CN3CC=C(c4ccccc4)CC3)c2c1 | -0.9 | 2 | 0 | 3 | 3 | -0.8 | 2 | · | -8 | -5
CCOc1ccc(S(=O)(=O)N(C)c2ccc(OCC(=O)N3CCOCC3)cc2)cc1 | 0.3 | 1 | 25 | 6 | 1 | 2.1 | 16 | 0.0 | -2 | 4
COC(=O)c1ccc(N/C(=N/S(=O)(=O)c2ccccc2)c2ccccc2)cc1 | -6.7 | -6 | 43 | -3 | 0 | -0.7 | 2 | · | -3 | 0
CC(=O)C1=NOC2C(=O)N(c3ccccc3)C(=O)C12 (stereo not drawn) | 0.9 | -1 | -7 | 1 | 1 | -2.4 | -2 | 1.3 | -19 | 4
CC1CCN(C(=O)Cn2c3ccccc3c3nc4n(c(=O)c32)CCCS4)CC1 | -1.7 | 0 | -25 | 8 | 5 | 1.7 | 5 | 0.9 | -1 | 4
CSc1ccccc1OCc1cc(C(=O)N2CCN(C3CCCC3)C(=O)C2)no1 | -1.8 | 0 | 11 | -3 | -1 | 0.3 | 4 | -0.1 | 12 | 12
Cc1ccc(S(=O)(=O)N2CCN(C(=O)c3cc(C4CC4)nn3-c3ccccc3)CC2)cc1 | 0.2 | · | · | 9 | 0 | · | -4 | -0.5 | -10 | -3
O=C(CCl)NNc1cccc(Cl)n1 | -3.1 | 7 | 39 | 4 | 0 | -3.4 | 30 | -0.7 | -18 | 2
COC(=O)c1ccc(COC(=O)CNS(=O)(=O)c2ccccc2)cc1 | -2.1 | -1 | 7 | -1 | -2 | 0.6 | 7 | 0.4 | 1 | -5
COc1ccc(-c2csc(NC(=O)c3c(C)noc3C)n2)cc1 | -1.8 | -5 | · | -6 | -2 | -1.2 | 4 | -1.2 | 12 | 3
CCOC(=O)c1sc(N)c(C#N)c1COC(=O)CNC(=O)c1cc(OC)c(OC)c(OC)c1 | -0.5 | 0 | 16 | 27 | -1 | 1.6 | -148 | 1.6 | -5 | 5
COCCN1C(=O)c2oc3cc(C)c(C)cc3c(=O)c2C1c1cccc(O)c1 (stereo not drawn) | -4.8 | 0 | · | 4 | 1 | -0.5 | 0 | · | 5 | 0
O=C1CN(c2nnnn2-c2ccccc2)CCN1 | -1.1 | -6 | 0 | 2 | 0 | -0.8 | -9 | 1.8 | -4 | -6
Cc1ccc(S(=O)(=O)N/N=C\c2ccc([N+](=O)[O-])o2)cc1 | -1.5 | 6 | -8 | 2 | 3 | -0.2 | 11 | 0.6 | -12 | 3
Cc1csc(NC(=O)C2CCCO2)n1 (stereo not drawn) | -3.2 | -8 | 2 | 6 | 1 | 0.7 | -2 | 2.3 | 4 | 11
O=C(Nc1cccc(Cl)c1)N1CCC(CO)(CCOc2ccccc2)CC1 | -2.8 | -10 | 13 | 10 | 0 | 0.9 | -2 | · | -3 | 11
Cc1cnc(NC(=O)Cc2cccs2)s1 | 0.3 | -3 | -8 | 2 | 1 | 0.1 | 7 | · | -2 | 10
COC(=O)C1=CN(Cc2cccs2)C=C(C(=O)OC)C1c1cccc(Cl)c1 | -1.4 | -17 | 13 | 7 | 71* | -0.6 | 6 | 3.5 | -1 | -56
O=C(NCc1ccccc1Cl)c1cccc(OC2CCN(C(=O)C3CC3)CC2)c1 | -4.1 | -3 | -11 | -1 | -2 | -0.2 | -1 | 2.9 | -45 | -8

Structural class: the entries above with a thiophene ring, fused or not.
SMILES | FadD28 binding | Rv3671c inh | DUSP3 inh | GDH-TPI inh | Mtb FBA inh | Mtb UGM inh | MazEF act | Mtb BioA inh | BoNT-F LC inh | CCHF vOTU inh
COc1ccc(Br)cc1/C=C(\C(=O)O)c1ccc(S(=O)(=O)N2CCCCC2)s1 | -5.0 | -8 | · | 10 | 6 | 4.3 | -8 | 5.5 | -3 | 8
CCOC(=O)c1sc(N)c(C#N)c1COC(=O)CNC(=O)c1cc(OC)c(OC)c(OC)c1 | -0.5 | 0 | 16 | 27 | -1 | 1.6 | -148 | 1.6 | -5 | 5
Cc1cnc(NC(=O)Cc2cccs2)s1 | 0.3 | -3 | -8 | 2 | 1 | 0.1 | 7 | · | -2 | 10
COC(=O)C1=CN(Cc2cccs2)C=C(C(=O)OC)C1c1cccc(Cl)c1 | -1.4 | -17 | 13 | 7 | 71* | -0.6 | 6 | 3.5 | -1 | -56

(more compounds)
SMILES | FadD28 binding | Rv3671c inh | DUSP3 inh | GDH-TPI inh | Mtb FBA inh | Mtb UGM inh | MazEF act | Mtb BioA inh | BoNT-F LC inh | CCHF vOTU inh
CCc1nc(SCC(=O)Nc2ccc(F)cc2)c2c(=O)n(C)c(=O)n(C)c2n1 | -1.6 | -9 | 8 | 0 | 1 | -0.6 | 18 | -0.5 | 5 | 17
CCCc1nc2oc(C(=O)c3ccccc3)c(N)c2c2c1COC(C)(C)C2 | -1.3 | 1 | 30 | 7 | 2 | 3.8 | 6 | -1.3 | -10 | -6
CCCC(=O)Nc1ccc(C=C(C(C)=O)C(C)=O)cc1 | -0.8 | 10 | 10 | 15 | 3 | -1.5 | 8 | 0.5 | 0 | 0
C[C@@H](CO)NC(=O)c1nc[nH]c1C(=O)N[C@H](C)c1ccccc1 | -0.7 | · | · | 3 | 0 | · | 10 | 0.7 | -2 | 5
O=C(CSc1nnc(-c2ccccc2)n1-c1ccccc1)c1ccc[nH]1 | -3.2 | -6 | 36 | 13 | 1 | -0.7 | 6 | · | -8 | 19
C=CCn1c(SCc2nc3ccccc3nc2C)nnc1-c1ccoc1C | -2.2 | 1 | 6 | 12 | 3 | -0.4 | 4 | 1.1 | -14 | -1
C/C=C/C(=O)Nc1cccc(C2=NOC3(C2)C[C@@H](C(N)=O)N(C(=O)c2cc([N+](=O)[O-])cc([N+](=O)[O-])c2)C3)c1 (stereo partly drawn) | -2.4 | 3 | 15 | -3 | -2 | -1.4 | 6 | 1.7 | 0 | 2
O=C(Oc1ccc2c(=O)c(Cl)coc2c1)c1cccnc1 | -2.3 | 4 | 9 | 15 | 8 | 4.8 | 11 | · | -7 | 5
COc1ccc(/C=N/NC(=O)c2ccc3ccccc3c2)cc1OS(=O)(=O)c1ccc(NC(C)=O)cc1 | -0.3 | -267 | 23 | 36* | 1 | 0.2 | -12 | -0.8 | -5 | -27
C=CC[C@H](CC(=O)N(CCO)Cc1ccccc1)C(=O)N[C@@H](COC(=O)[C@@H](CC=C)Cc1ccc(F)cc1)Cc1ccccc1 | -2.6 | -11 | · | 7 | 1 | -0.4 | -7 | -0.8 | -14 | 15
O=C(CCc1nnc(C2CCCCC2)o1)N1CCN(C2CCCCC2)CC1 | -0.3 | 10 | 15 | 4 | 2 | -0.2 | 7 | · | -3 | 9
O=C(CS(=O)(=O)Cc1ccccc1)Nc1ccc(Br)cc1F | -0.1 | 4 | 5 | 0 | 0 | -1.7 | -3 | 0.0 | -9 | -1
O=C(/C=C/c1cccc([N+](=O)[O-])c1)N1CCN(S(=O)(=O)c2cccs2)CC1 | -0.7 | -9 | 22 | 11 | 3 | -1.5 | 0 | · | -6 | 2
Cc1ccc(S(=O)(=O)N(CC(O)CN2CCOCC2)c2cc(Cl)ccc2Cl)cc1 (stereo not drawn) | -3.1 | 5 | 6 | -2 | 2 | -1.4 | -8 | 3.5 | 6 | 2
OCC[C@H]1C[C@H](O)[C@@H](O)[C@]2(Cc3ccccc3CCO2)O1 | 0.2 | -2 | · | 4 | -2 | 0.6 | 2 | -0.5 | -5 | -8
Cc1ccc(-c2ccc(/C=C/C(=O)c3ccccc3)o2)cc1 | -2.3 | -17 | 8 | 0 | -4 | 3.0 | -22 | -1.1 | 7 | 6
CCOC(=O)c1nc(Nc2ccc(C(C)=O)cc2)c2ccccc2n1 | -9.1 | 3 | -2 | 22 | -2 | -2.6 | 13 | 8.1 | -12 | 21
CC(OC(=O)CCC(=O)N1CCN(S(=O)(=O)c2ccc3ccccc3c2)CC1)C(=O)NC(N)=O (stereo not drawn) | -2.9 | -2 | 36 | 7 | -1 | 0.0 | -29 | 1.3 | -9 | 1
CCOC(=O)CSc1nnc(-c2cccnc2)o1 | 0.3 | -5 | 4 | 9 | 3 | -1.6 | 6 | 2.4 | -24 | 2
Cc1ccc(F)c(S(=O)(=O)NC(=O)C2(C)CCN2C(=O)CCC2CCCC2)c1 (stereo not drawn) | -3.0 | · | · | -1 | -1 | · | · | -1.9 | 1 | -8
COCCN(C(=O)CNC(=O)c1ccco1)C(C(=O)NC1CCCCC1)c1cccs1 (stereo not drawn) | -0.2 | 6 | 4 | 5 | -4 | 1.4 | -5 | -0.8 | 6 | 12
CN(Cc1nc(-c2cnccn2)no1)CC1(c2ccccc2)CC1(C)C (stereo not drawn) | 0.1 | 3 | -1 | 24 | 3 | 0.3 | -9 | -1.5 | -7 | 4
CCCCc1nc2n[nH]c(N)c2c2c1CCCC2 | -1.0 | -3 | 35 | -7 | 0 | -0.5 | -1 | 0.7 | -4 | 13
CCN1CCN(CCC(=O)Nc2cc(C)ccc2C)CC1 | 0.2 | 0 | 40 | 1 | 3 | -0.6 | 5 | -8.3 | ? | -7
COc1cc(-c2nnc(COc3ccc(Cl)cc3C)o2)cc(OC)c1OC | -2.5 | -4 | -1 | -3 | 3 | 1.0 | 16 | -1.9 | ? | 8
COc1ccc2c(CN3CCCCC3)cc(=O)oc2c1 | -7.7 | · | · | · | 44* | · | · | 1.5 | -8 | -47
COc1ccc(O)c(-c2cc(-c3ccccc3Cl)[nH]n2)c1 | -9.3 | 2 | 17 | 4 | -6 | -0.7 | 13 | -0.4 | -12 | 17
COc1ccccc1C(=O)NCC(=O)OCC(=O)Nc1cccc(S(=O)(=O)N(C)C)c1 | -5.2 | 5 | 22 | 7 | 1 | -2.3 | 7 | 1.2 | -4 | -6
N#C/C(=C\C=C\c1ccccc1)C(=O)Nc1ccccc1 | -4.1 | -39 | -7 | 13 | 1 | 0.4 | -2 | · | -1 | -1
C[C@H](NC(=O)c1nc[nH]c1C(=O)NC(c1ccccc1)c1ccccc1)C(=O)OC(C)(C)C | -6.1 | -4 | 10 | -2 | 0 | 0.5 | 5 | 0.0 | -8 | 14
COc1ccc(NC(=O)CSc2nnc(-c3ccc(C)cc3)n2N)cc1 | -2.9 | -4 | 15 | 7 | 0 | 2.4 | -14 | · | -5 | 6
CC(=O)N1CCc2cc(Br)cc(S(=O)(=O)N3CCCCCC3)c21 | -6.6 | -2 | 21 | -5 | -1 | -2.4 | 4 | 1.2 | -31 | 10
Cc1ccc(NC(=O)c2cccc(C(=O)OC(C)C)n2)c(Br)c1 | -4.7 | -7 | 6 | -2 | -12 | 1.3 | 2 | · | -40 | 3
O=C1CC(c2cccc(Oc3ccccc3)c2)NC(=O)N1 (stereo not drawn) | -2.3 | 3 | 19 | -6 | 3 | 2.1 | -2 | 0.0 | -2 | -5
Brc1ccc2oc3c(N4CCOCC4)ncnc3c2c1 | 0.6 | · | 8 | 10 | 1 | · | 8 | 0.3 | 7 | -1

Individual results from above.
`Brc1ccc2oc3c(N4CCOCC4)ncnc3c2c1` @ MazEF act = 8
`Cc1ccc(NC(=O)c2cccc(C(=O)OC(C)C)n2)c(Br)c1` @ BoNT-F LC inh = -40
